MITF inh: inhibitors of human MITF; hit rate 0.91% among 650,000; AID 1259374; inhibition, % at 2.6 µM; AlphaScreen MITF homodimerization, bead proximity signal; in the data active = inhibition above about 50%;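 also: 0% = vehicle wells with protein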
Target sequence (O75030 whole entry, looked up): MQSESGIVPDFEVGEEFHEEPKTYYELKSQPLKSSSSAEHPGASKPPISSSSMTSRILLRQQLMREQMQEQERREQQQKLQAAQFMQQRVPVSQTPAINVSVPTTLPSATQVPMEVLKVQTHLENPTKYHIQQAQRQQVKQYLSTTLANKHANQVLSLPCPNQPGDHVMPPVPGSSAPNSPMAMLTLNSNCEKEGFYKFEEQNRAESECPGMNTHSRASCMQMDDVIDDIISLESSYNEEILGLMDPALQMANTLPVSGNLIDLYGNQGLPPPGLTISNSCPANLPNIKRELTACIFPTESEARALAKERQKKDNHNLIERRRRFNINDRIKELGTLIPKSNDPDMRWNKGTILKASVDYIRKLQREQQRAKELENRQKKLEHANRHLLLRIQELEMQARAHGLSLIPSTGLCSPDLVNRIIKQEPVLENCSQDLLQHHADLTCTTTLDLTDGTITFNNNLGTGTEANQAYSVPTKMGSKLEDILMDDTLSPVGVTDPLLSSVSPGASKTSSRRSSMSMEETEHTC
GPR151 activ: human GPR151 activation; activation, % at 11.2 µM; Q8TDV0; hit rate 1% among 650,000; PathHunter beta-arrestin GPR151 cells, luminescence; in the data active = activation above about 4.9%;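 also: 0% = median of compound wells and 100% = cells with positive control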
Target sequence (Q8TDV0 whole entry, looked up): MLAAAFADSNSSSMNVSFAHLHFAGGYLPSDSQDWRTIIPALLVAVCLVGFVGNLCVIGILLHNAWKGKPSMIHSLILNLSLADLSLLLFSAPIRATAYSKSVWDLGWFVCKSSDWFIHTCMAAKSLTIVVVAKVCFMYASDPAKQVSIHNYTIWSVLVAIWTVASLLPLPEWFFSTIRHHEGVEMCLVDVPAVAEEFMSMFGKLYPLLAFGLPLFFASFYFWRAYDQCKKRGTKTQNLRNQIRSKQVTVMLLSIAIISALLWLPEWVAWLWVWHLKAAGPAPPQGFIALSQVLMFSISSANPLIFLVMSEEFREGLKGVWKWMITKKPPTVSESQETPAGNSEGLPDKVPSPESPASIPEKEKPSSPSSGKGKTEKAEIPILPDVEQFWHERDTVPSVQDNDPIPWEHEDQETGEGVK
TEAD-YAP inh: TEAD-YAP interaction inhibition; HEK-TIYL cells, TEAD-Gal4/YAP UAS-luciferase luminescence; inhibition, % at 9.12 µM; hit rate 1.4% among 640,000; in the data active = inhibition above about 32%;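 also: 0% = median of test compound wells and 100% = reference inhibitor wells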
FBW7 activator: human FBW7 E3 ligase activation, primary screen; Q969H0; AlphaScreen FBW7–phospho-cyclin E peptide binding, activator screen; normalized activity (activation), % at 26.1 µM; hit rate 0.13% among 650,000; in the data active = normalized activity above about 1.9%;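 also: purified mutant Fbw7 with reduced substrate affinity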
Numbers without * were called inactive. This is a random part of the collection; about 3.4% have a hit in one of these screens.

SMILES	MITF inh	GPR151 activ	TEAD-YAP inh	FBW7 activator
CCCN(CCO)c1cc(C)c2cccc(OC)c2n1	4	-0.7	9	0.1
COC(=O)CNC(=O)COc1ccc(Cl)cc1	15	-0.1	0	0.1
CC(C)(C)OC(=O)N1CCC[C@H]1C(=O)NCc1ccccc1F	0	-1.2	-3	0.2
COc1cc(/C=c2\sc3nc4c(C)c(C)ccc4n3c2=O)cc(OC)c1O	-7	1.9	7	0.0
Cc1cc(C)cc(N2C(=O)NC(=O)/C(=C\c3cccc(F)c3)C2=O)c1	2	0.2	2	0.0
Cc1ccccc1NC(=O)C(=O)NCc1ccccc1	-10	0.3	-43	0.1
Cc1cc([N+](=O)[O-])nn1CCCC(=O)NCc1ccccc1	7	1.0	-4	0.0
CCOc1cc(/C=C(\C#N)c2nc3ccccc3[nH]2)cc(Br)c1OC	-1	0.4	-50	-0.1
COC(=O)c1c(C)oc2ccc(N(C(=O)Oc3ccccc3)S(=O)(=O)c3ccc(C(C)(C)C)cc3)cc12	2	-0.1	0	0.1
CC12CCC(C(=O)Nc3ccccn3)(CC1=O)C2(C)C (configuration not stated)	12	-2.0	-2	0.2
COc1ccc(OC)c(C2NC(=O)NC(C)=C2C(=O)OCC2CCCCC2)c1 (configuration not stated)	-7	0.4	-4	0.0
O=C(c1nc2ncccn2n1)N1CCN(c2ccccc2)CC1	13	2.9	20	0.2
CCN(CC)S(=O)(=O)c1ccc2c(c1)c(=O)c(C(=O)NCc1ccc(C)cc1)cn2C	0	0.6	-9	0.0
Nc1ccc2oc(-c3cc(Br)ccc3Cl)nc2c1	-3	0.0	41*	0.3
Cc1cccc(NC(=O)Cn2c3ccccc3c(=O)c3cc([N+](=O)[O-])ccc32)c1	-4	1.1	10	0.1
CCOc1ccc2nc(NC(=O)c3cc(Cl)cc(Cl)c3)sc2c1	7	0.6	-31	-0.1
CCn1cc(CN[C@H]2C[C@H]3C(=O)N[C@@H](CCCCN)C(=O)N3C2)c(C)n1	-16	0.0	-9	0.1
CN(C)C(=O)c1c(NC(=O)c2ccc([N+](=O)[O-])cc2)sc2c1CCCCC2	-4	0.0	-7	0.1
CCOc1cc(/C=C2/C(=N)N3N=C(CC)SC3=NC2=O)ccc1OCCOc1ccc(Br)cc1	14	0.1	11	0.0
COc1ccc(C2CC(C(F)(F)F)n3nc(C(=O)Nc4cc(Oc5ccccc5)cc([N+](=O)[O-])c4)c(Cl)c3N2)cc1 (configuration not stated)	7	-1.1	-7	0.0
CS(=O)(=O)Nc1cccc(C(=O)OCc2nc3ccc(Cl)cc3n2CCO)c1	0	-0.5	-1	-0.1
COC(=O)C(NC(=O)c1ccc([N+](=O)[O-])cc1[N+](=O)[O-])C(C)C (configuration not stated)	-7	0.5	-14	-0.2
Cc1cc(C)cc(N2C(=O)N(c3cccc(Cl)c3)C3CS(=O)(=O)CC32)c1 (configuration not stated)	-15	-2.5	-20	-0.4
CN1CCNC(=O)C1CC(=O)N1CCC(OCc2ccccc2)CC1 (configuration not stated)	4	2.7	11	0.5
CC(=O)c1cccc(-c2nc3c(NC4CC4)ncnc3n2C(C)C)c1	10	-1.0	-21	-0.1

Reformatted with values under each structure: two of the compounds above.
Value order – MITF inh, GPR151 activ, TEAD-YAP inh, FBW7 activator
CCCN(CCO)c1cc(C)c2cccc(OC)c2n1
 : 4, -0.7, 9, 0.1
COC(=O)CNC(=O)COc1ccc(Cl)cc1
 : 15, -0.1, 0, 0.1

The list goes on.
SMILES	MITF inh	GPR151 activ	TEAD-YAP inh	FBW7 activator
Cc1ccccc1NC(=O)CNC(=O)Cc1ccccc1	-9	-2.1	-4	0.0
Fc1ccccc1N1CCN(Cc2nnnn2CCc2ccccc2)CC1	2	-0.8	3	0.0
COc1ccc(Cl)cc1C(=O)Nc1cccc(I)c1	-2	-1.2	3	-0.1
CC(C)(C)c1cc(/C=N/NC(=O)CC#N)cc(C(C)(C)C)c1O	20	0.2	-4	0.2
O=C(NC1CC1)C1CCN(C2CCN(C(=O)CCOc3ccccc3)CC2)CC1	-4	0.7	7	-0.1
CC(C)NC(=O)CC(=O)N/N=C/c1ccc(Cl)cc1Cl	5	0.4	1	0.2
Cc1ccc(C2=N/C(=C/c3ccccc3C(F)(F)F)C(=O)O2)cc1[N+](=O)[O-]	19	-1.2	13	0.2
COCCNc1nc(-c2ccc(C(C)=O)s2)ccc1C(=O)NCCNC(C)=O	-6	-1.3	5	0.0
COc1ccc(C2CC(C(F)(F)F)n3nc(C(=O)Nc4cc(Oc5ccc(Br)cc5)cc([N+](=O)[O-])c4)c(Cl)c3N2)cc1 (configuration not stated)	7	-1.6	-6	-0.1
COc1ccc(N2C(=O)CC(NCc3ccc(Cl)cc3Cl)C2=O)cc1 (configuration not stated)	23	0.4	-2	0.1
CC1CCN(C(=O)C2CCN(C(=O)c3cnn(-c4ccccc4)c3-n3cccc3)CC2)CC1	-9	-0.3	13	0.1
O=C1N/C(=C\c2ccc(-c3ccccc3[N+](=O)[O-])o2)C(=O)N1c1ccccc1	6	0.7	-12	-0.3
O=C(Cn1c(NCCCO)nc2ccccc21)c1cccc(Br)c1	-2	1.4	4	0.0
CC(C)(C)c1ccc(-c2nc(C(N)=O)c3[nH]c(=O)n(CC4CCCO4)c3n2)cc1 (configuration not stated)	-4	0.8	-10	0.1
Cc1nc(-c2c(C(F)(F)F)oc3c(C)c(C)ccc3c2=O)cs1	-5	-0.7	-11	0.0
O=C(NCCn1cnc(-c2ccccc2)cc1=O)c1ccc(-n2cccc2)cc1	5	0.7	-4	0.0
O=C(/C=C/c1ccccc1)Oc1ccc2ccc(=O)oc2c1	2	0.3	-3	-0.2
NC(=O)c1ccccc1NC(=O)COc1ccc(Cl)cc1Br	-6	1.0	-89	-0.2
O=C(Nc1cc([N+](=O)[O-])ccc1F)c1ccc(Cl)cc1	4	-0.7	9	0.0
COCCN(CCOC)S(=O)(=O)c1cccc(C(=O)O)c1	-13	0.6	-5	0.0
COC(=O)c1ccc2c(=O)n(CCC3=CCCCC3)c(SCC(=O)c3ccc(Br)cc3)nc2c1	-6	-0.9	-2	0.0
O=C1NC(=Nc2ccccc2)S/C1=C/c1ccc(-c2cc(Cl)ccc2Cl)o1	5	-0.9	7	0.3
CCOc1ccc(NC(=O)C(=O)NN=C(C)C)cc1	12	0.3	-8	0.7
CCOC(=O)c1c(C)[nH]c(C(=O)CN2CCN(C/C=C/c3ccccc3)CC2)c1C	13	-0.2	7	-0.1
Cc1cc(C)n(-c2ccc(NC(=O)C3CCN(CC4CC=CCC4)CC3)cc2)n1 (configuration not stated)	0	-0.2	10	0.1

Random excerpt: five records from the list.
SMILES	MITF inh	GPR151 activ	TEAD-YAP inh	FBW7 activator
COc1ccc(N2C(=O)CC(NCc3ccc(Cl)cc3Cl)C2=O)cc1 (configuration not stated)	23	0.4	-2	0.1
COCCN(CCOC)S(=O)(=O)c1cccc(C(=O)O)c1	-13	0.6	-5	0.0
O=C(/C=C/c1ccccc1)Oc1ccc2ccc(=O)oc2c1	2	0.3	-3	-0.2
CCOc1ccc(NC(=O)C(=O)NN=C(C)C)cc1	12	0.3	-8	0.7
CC(C)(C)c1ccc(-c2nc(C(N)=O)c3[nH]c(=O)n(CC4CCCO4)c3n2)cc1 (configuration not stated)	-4	0.8	-10	0.1

Remaining list, next part.
SMILES	MITF inh	GPR151 activ	TEAD-YAP inh	FBW7 activator
O=C(c1ccccc1[N+](=O)[O-])N1CCCC(C(=O)N2CCCCCC2)C1 (configuration not stated)	14	-0.2	2	0.5
O=C(Nc1cc(F)ccc1F)N1CCC(CN2CCc3ccccc3C2)CC1	-5	0.5	9	0.9
NS(=O)(=O)c1ccc(CCNc2cc(=O)n(Cc3ccc(F)cc3)c(=O)[nH]2)cc1	-13	0.1	-2	-0.1
Fc1ccc(C2=CC(c3ccccc3)n3c(nc4ccccc43)N2)cc1 (configuration not stated)	-2	-1.3	-50	0.3
O=C(Nc1nc(-c2ccc3c(c2)OCCO3)cs1)c1ccco1	2	-1.8	-23	0.1
Cc1[nH]c2ccc(-c3nnc(SCC(=O)N4CCCCC4C)o3)cc2c1C (configuration not stated)	-4	0.2	51*	0.1
O=C(/C=C/c1ccco1)N1CCc2ccccc2C1	-3	-0.3	-51	-0.3
CCN(Cc1ccccc1)C(=O)c1c[nH]c2ccc(S(=O)(=O)N3CCC4(CC3)OCCO4)cc2c1=O	19	-0.7	11	1.2
Cc1ccc(-c2nn(CCC(=O)O)cc2C=O)cc1	3	0.2	1	-0.3
CCNc1nc(C)cc(NCc2cccnc2)n1	-25	-0.3	-11	-0.2
CC(/C=N\NC(=O)c1cc(C)oc1C)=C\c1ccccc1	-9	0.1	-35	-0.1
Cc1cccc(NCC(O)Cn2nnnc2-c2ccccc2)c1 (configuration not stated)	8	0.6	3	0.0
CCCCNc1nc2c(-c3ccc(OC)cc3)nnn2c2ccccc12	2	0.4	16	-0.1
O=C(c1cc(-c2cccc(Cl)c2)nc2ccccc12)N1CCOCC1	-10	11*	7	-0.2
OCc1ccc(-c2cnn3c(NCCCN4CCOCC4)ccnc23)cc1	-5	1.6	4	0.0
Nc1ncnc(N/N=C/c2c(O)ccc3ccccc23)c1[N+](=O)[O-]	8	-0.5	-15	-0.1
CCCCC(C(=O)O)N1C(=O)c2ccccc2C1=O (configuration not stated)	-2	1.2	2	0.0
CCOC(=O)c1c(CN2CCCCC2)n(-c2ccccc2)c2cc(Br)c(O)c(CN3CCOCC3)c12	17	-1.3	-8	0.3
CCC(NS(=O)(=O)c1ccc(OC)cc1)C(=O)NCCOC (configuration not stated)	-1	0.8	-1	0.3
Cn1ncc(Cl)c(C(C#N)c2ccc3ccccc3n2)c1=O (configuration not stated)	12	1.9	23	0.0
Cc1cn(CC(=O)c2ccccc2)c2ccccc12	-6	1.4	3	-0.2
O=C(Nc1cccc(Br)c1)c1ccc(Oc2ccc(C(F)(F)F)cc2[N+](=O)[O-])cc1	17	-0.7	-6	0.1
CC(=O)CC(=O)Nc1ccccc1NC(C)=O	15	0.2	0	0.0
Cc1ccc(N2NC(C)(CC(C)C)NC2=S)cc1 (configuration not stated)	16	0.0	-4	0.2
O=C(CSCc1ccc(F)cc1)NCc1ccccc1Cl	5	0.4	-3	0.2
SMILES	MITF inh	GPR151 activ	TEAD-YAP inh	FBW7 activator
Cc1nc2c(c(=O)[nH]1)C(c1cccnc1)C(C#N)=C(N)O2 (configuration not stated)	-3	0.0	8	0.5
N#Cc1ccc(C(=O)OCC(=O)NC(=O)NC2CCCC2)cc1	4	-2.0	7	-0.1
O=C(c1ccc(N2C(=O)CCC2=O)cc1)N1CCc2ccccc21	-5	-0.1	-4	-0.2
O=C1N[C@H](Cc2ccc(O)cc2)C(=O)N2C[C@@H](NCc3ccccc3Cl)C[C@@H]12	0	-0.1	4	-0.2
C#CCN1C(=O)C(O)(CC(=O)c2ccccc2O)c2ccccc21 (configuration not stated)	0	0.4	-1	0.0
CCOc1ccc(NS(=O)(=O)c2cc(N)ccc2C)cc1Br	-3	-1.4	13	0.0
Cn1c(N2CCCCC2)nc2c1c(=O)n(Cc1ccccc1Cl)c(=O)n2C	-7	-0.8	-5	0.2
O=C(NC1CCCCCC1)c1ccc2c(=O)n(Cc3ccc(Cl)cc3)c(=S)[nH]c2c1	-14	0.5	-2	0.0
CCOC(=O)N1CCN(C(=O)c2ccc3c(c2)NC(=O)CS3)CC1	4	0.0	0	0.1
N#C/C(=C\c1cccn1-c1ccc(S(N)(=O)=O)cc1)c1nc2ccccc2s1	-11	-0.1	9	-0.2
O=C(O)COc1ccc([N+](=O)[O-])cc1	-3	0.8	-4	-0.1
O=c1[nH]c(N2CCCCC2)nc2c1CNCC2	-8	0.3	-9	-0.1
Cc1ccc2cc(C#N)c(SCC(=O)Nc3ccc4c(c3)OCCO4)nc2c1	17	1.1	-4	0.1
CCOC(=O)c1sc(NC(=O)CSc2nnc(CNC(=O)c3ccc([N+](=O)[O-])cc3)n2C2CCCCC2)c(C(=O)OCC)c1C	6	-1.2	3	0.0
c1ccc(Cn2cc(-c3ccc(Nc4nccc(-c5cncc(N6CCOCC6)c5)n4)cc3)cn2)cc1	2	6.8*	31	0.0
COc1nc(NCc2cccc(C(F)(F)F)c2)nc(-c2ccc(C(=O)NC3CC3)cc2)n1	-2	2.1	2	-0.1
COC(=O)C1=C(N)OC2=C(C(=O)CC(C)(C)C2)C1c1ccc(Cl)cc1 (configuration not stated)	-6	-0.4	-12	0.0
O=C(NNC(=S)NC(=O)c1cn(-c2ccccc2)nc1-c1ccccc1)c1ccncc1	50	0.0	-5	-0.1
COc1cccc(-c2nc3ccccc3c(=O)n2NC(=O)c2cc(Br)ccc2Cl)c1	3	0.6	1	-0.1
CS(=O)(=O)Nc1ccccc1C(=O)Nc1ccc(OCc2ccccc2)cc1	1	0.2	-8	-0.3
Cc1ccc2c(c1)N(CC(=O)Nc1ccccc1C(F)(F)F)C(=O)CO2	6	-1.1	-6	1.4
Cc1ccc(N2CCN(c3ccc(C)cc3)C2c2ccc(Sc3ccccc3)o2)cc1	-1	1.3	2	0.1
COc1cccc(CN2CCN(C(=O)CCC3(Cc4ccco4)CCC(=O)N3)CC2=O)c1 (configuration not stated)	-12	0.1	1	-0.4
CCOc1cc(CN2CCN(C(C)C)C(CCO)C2)ccc1O (configuration not stated)	8	-0.3	7	0.3

Record cards, as listed above. Screens in order: MITF inh | GPR151 activ | TEAD-YAP inh | FBW7 activator
COc1cccc(-c2nc3ccccc3c(=O)n2NC(=O)c2cc(Br)ccc2Cl)c1 is entered as 3 | 0.6 | 1 | -0.1
O=C(NC1CCCCCC1)c1ccc2c(=O)n(Cc3ccc(Cl)cc3)c(=S)[nH]c2c1 is entered as -14 | 0.5 | -2 | 0.0
